S1P3 antagonist: blocks the human S1P3 receptor; hit rate 0.27% among 170,000; Q99500; CHO S1P3 NFAT-BLA reporter, FRET fluorescence, antagonist mode; AID 485; inhibition, % at 4.98 µM;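 active = inhibition above the plate cutoff, the mean inhibition of test wells on that plate plus 3 SD, cut at about 28% in these data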;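 note: cells challenged with S1P at its EC80 of 0.8 µM; blue over green emission ratio from cleaved BLA substrate after 4 h stimulation; 0% = S1P-stimulated wells and 100% = unstimulated DMSO-only wells; some compounds past the cut are filed as inactive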
Target sequence (Q99500 whole entry, looked up): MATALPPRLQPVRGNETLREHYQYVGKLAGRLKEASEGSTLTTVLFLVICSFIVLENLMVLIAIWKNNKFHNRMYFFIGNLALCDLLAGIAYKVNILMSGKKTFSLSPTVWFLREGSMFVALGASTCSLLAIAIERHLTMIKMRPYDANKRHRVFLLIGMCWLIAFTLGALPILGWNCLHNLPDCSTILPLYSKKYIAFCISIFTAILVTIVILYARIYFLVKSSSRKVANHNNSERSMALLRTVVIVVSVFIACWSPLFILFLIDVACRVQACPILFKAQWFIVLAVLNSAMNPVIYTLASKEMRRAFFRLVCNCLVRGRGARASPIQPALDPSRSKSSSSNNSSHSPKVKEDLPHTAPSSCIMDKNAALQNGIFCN
ROMK primary: modulators of human ROMK potassium channel; P48048; Tet-inducible ROMK, thallium flux fluorescence; actives lie on both sides; B-score at 10 µM; hit rate 2% among 130,000; AID 1918;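 active = signal ratio slope over the read window, or its plate-corrected B-score, at least 3 SD from the plate mean, either direction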;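 note: B-score of the F/F0 ratio slope over 7 to 12 s after thallium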
Target sequence (P48048 whole entry, looked up): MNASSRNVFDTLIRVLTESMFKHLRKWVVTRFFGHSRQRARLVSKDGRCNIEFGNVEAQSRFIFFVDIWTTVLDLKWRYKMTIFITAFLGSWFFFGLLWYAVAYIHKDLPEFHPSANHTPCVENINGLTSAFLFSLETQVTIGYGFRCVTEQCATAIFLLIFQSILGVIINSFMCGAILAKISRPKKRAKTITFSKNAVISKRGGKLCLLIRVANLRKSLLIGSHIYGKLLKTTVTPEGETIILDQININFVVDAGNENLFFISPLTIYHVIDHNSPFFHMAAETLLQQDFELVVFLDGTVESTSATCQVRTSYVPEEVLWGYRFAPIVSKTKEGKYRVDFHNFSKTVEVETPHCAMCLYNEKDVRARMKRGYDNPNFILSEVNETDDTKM
Active calls of the source: *. Not all compounds are listed; rates above refer to the full screens.

SMILES	S1P3 antagonist	ROMK primary
CCOC(=O)c1cn2nc(Oc3cccc(F)c3)ccc2n1	-9	-0.83
COc1ccc(CN(Cc2cccn2C)C(=O)c2cc3cc(OC)ccc3[nH]2)cc1	-2	-0.35
CCOc1ccc(N2C(=O)CC(NCc3ccc(S(N)(=O)=O)cc3)C2=O)cc1 (stereo not drawn)	-16	-0.92
Cn1nccc1NC(=O)Nc1ccc(OC(F)(F)F)cc1	-5	0.19
CN(CCc1ccccn1)C(=O)c1cccnc1Oc1ccc(Cl)cc1	-1	0.28
C=CCN1C(=S)N[C@@H]2CS(=O)(=O)C[C@@H]21	-5	0.0061
N#C/C(=C/Nc1ccccc1C(=O)O)C(N)=O	-1	0.67
COc1ccc2nc(C)c3c(c2c1)OC(C(C)(Cl)Br)C3 (stereo not drawn)	5	-1.8
CC(=O)N[C@H]1[C@H](OCc2ccccc2F)O[C@H](COC(C)=O)[C@@H](OC(C)=O)[C@@H]1OC(C)=O	-4	-0.42
COc1cc(/C=N/NC(=O)COc2ccc(-n3cnnn3)cc2)ccc1OCC(N)=O	6	0.26
CCOC(=O)CCCc1ccc(/C(C)=N/NC(=S)NC)cc1	-5	0.061
Cc1ccccc1NC(=O)C1CC(=O)n2ncnc2N1 (stereo not drawn)	-2	0.48
O=C(CSc1nnc(-c2ccc(Cl)cc2)n1-c1ccc(Cl)cc1)N/N=C/c1ccccc1C(=O)O	14	-0.0045
O=C(COC(=O)c1ccco1)NCc1ccc2c(c1)OCO2	4	-1.2
CC(=O)CSc1nnc(C(F)(F)F)n1C	12	0.64
CCOC(=O)c1cc(C)n(-c2ccc(Cl)cc2)c1C	-5	0.33
Oc1nc(Nc2ccc(F)cc2)sc1/C=C1\C=Nc2ccccc21	1	1.5
CCCCCCCCCCn1ccc(=N)cc1	18	-3.6*
NNC(=O)c1snnc1-c1ccccc1	5	2.9
O=[N+]([O-])c1cccc(/C=C/c2ccncc2)c1	-1	0.74
O=C(CSc1ccc2ccccc2n1)c1ccccc1	4	-0.0023
Cc1ccc(/C=C/c2nc3ccccc3c(=O)[nH]2)cc1	11	-0.19
COc1cccc(NC(=O)C2(S(=O)(=O)c3ccc(Cl)cc3)CC2)c1	9	-0.18
O=C(COc1ncnc2sccc12)N1CCN(c2ccccc2)CC1	-2	-0.028
COc1ccc(CCNC(=O)CN2CCN(Cc3ccccc3F)C2=O)cc1OC	0	0.049
Cc1ccc(NC(=S)NCc2ccco2)c(C)c1	2	-0.42
COCc1cc(=O)[nH]c(SC)n1	-13	0.0044
COc1nc(N)c(C#N)c(-c2ccc(N(C)CCC#N)cc2)c1C#N	7	-0.28
COc1ccc(-c2nc3c4ccccc4ccn3c2CN2CCOCC2)cc1OC	5	-0.58
Nc1c(C(=O)N/N=C/c2ccc([N+](=O)[O-])cc2)sc2nnc(-c3ccccc3)c(-c3ccccc3)c12	-1	0.48
CCOC(=O)C1CCN(c2ncnc3cc(OC)c(OC)cc23)CC1	0	0.073
O=C1OC(Nc2ccc(F)c([N+](=O)[O-])c2)c2ccccc21 (stereo not drawn)	15	0.2
O=C(/C=C\Nc1ccc(S(=O)(=O)Nc2ncccn2)cc1)c1cccc2ccccc12	10	0.13
NC(=O)c1nnn(-c2cccc(C(F)(F)F)c2)c1-c1ccccc1	-15	-1.7
CC(C)c1cc(C(=O)N/N=C/c2c[nH]c3ccccc23)n[nH]1	2	-1.1
CCCCCCCCNC1=CC(=O)CC(C)(C)C1	11	-1.8
O=C(Nc1ccc(N2CCOCC2)cc1)C1CCN(C(=O)OCc2ccccc2)CC1	-15	-1
COC(=O)/C(C#N)=C/c1c(Oc2cccc(C)c2)nc2ccccn2c1=O	-2	0.47
CCn1nc(C)cc1C(=O)Sc1cccc(Cl)c1	8	-0.33
NC(=O)c1sc(-c2ccsc2)cc1NS(=O)(=O)c1ccc(C(F)(F)F)cc1	-21	0.2
CCOC(=O)Cn1c(=O)oc2cc(S(=O)(=O)NC(C)(C)CC)ccc21	-5	-0.026
CCOc1ccc(-c2c(=O)n(OCc3nc4ccccc4[nH]3)c3ccccc3[n+]2[O-])cc1	-4	-0.076
Cc1nnc(Nc2ccc(Cl)cc2)s1	4	-0.071
O=C(O)c1ccc(N/N=C/c2cccc3nccnc23)cc1	2	-0.19
N#CC(C#N)=C1C(=O)N(CCN2CCOCC2)c2ccccc21	-4	0.37
Cc1nc(-c2cccc(Cl)c2)n[nH]1	3	0.59
Cc1cccnc1NC(=O)NC(=O)c1ccc(C(C)(C)C)s1	2	0.23
C=CCSC(CC)(CC)C(N)=O	-12	0.61
O=C(NC1(O)C(=O)c2ccccc2C1=O)c1ccc(C(F)(F)F)cc1	-8	-0.24
NNc1nnnc2c1sc1nc(N3CCOCC3)c3c(c12)CCCC3	-14	0.18

Structures listed so far containing a COOH group, in the order listed:
SMILES	S1P3 antagonist	ROMK primary
N#C/C(=C/Nc1ccccc1C(=O)O)C(N)=O	-1	0.67
O=C(CSc1nnc(-c2ccc(Cl)cc2)n1-c1ccc(Cl)cc1)N/N=C/c1ccccc1C(=O)O	14	-0.0045
O=C(O)c1ccc(N/N=C/c2cccc3nccnc23)cc1	2	-0.19

Carrying on.
SMILES	S1P3 antagonist	ROMK primary
O=C1COc2ccc(C(=O)COC(=O)c3ccco3)cc2N1	12	-0.067
O=C(Nc1ccc(S(=O)(=O)N2CCOCC2)cc1)c1ccc2c(c1)OCO2	-11	-0.75
CCn1c(SCC(=O)Nc2ccc(C(C)=O)cc2)nc2nc3c(cc2c1=O)COC(C)(C)C3	5	0.035
O=C(c1ccccc1)c1nn(-c2cccc(Cl)c2)ccc1=O	4	-0.075
Cc1cc(C)nc(N/N=C/C2=C(O)CC(c3ccccc3)CC2=O)n1 (stereo not drawn)	9	0.035
CCN1N=C(C)C=C(c2ccccc2)n2c1nc1ccccc12	6	-0.075
O=C(O)/C=C/C(=O)Nc1ccc(-n2nccc2C(F)(F)F)cc1	3	-1.5
O=C(NNc1cc(Cl)cc(Cl)c1)c1c(F)cccc1Cl	-2	-1.5
CC(C)NC(=O)NNc1c(Cl)cncc1Cl	-2	-1.4
CCOC(=O)COc1nc(-c2ccc(Cl)cc2)cc(-c2ccco2)c1C#N	-6	0.36
COCCn1c(N)c(Sc2ccccc2[N+](=O)[O-])c(=O)[nH]c1=O	1	-0.77
CCN(CC)CC(=O)Nc1c(C#N)cnn1-c1ccccc1	-9	-1.1
COc1ccc(NC(=O)N(Cc2cc3cc(C)ccc3[nH]c2=O)CC2CCCO2)cc1 (stereo not drawn)	11	0.49
Cc1ccc(S(=O)(=O)N2CC=C(C(=O)NCCC(C)C)CC2)cc1	-2	-1.3
CCSc1cc(Cl)nc(N)n1	-7	0.026
N#CC1c2ccccc2C=CN1C(=O)c1ccccc1 (stereo not drawn)	0	0.29
COc1cc([N+](=O)[O-])cc(/C=N/NC(=O)CSc2nnc(-c3ccccc3)n2C)c1O	-12	0.045
CSC(=Nc1ccccc1)C(C#N)c1nc2ccccc2[nH]1 (stereo not drawn)	-2	0.52
COc1ccccc1NC(=O)NCCc1c[nH]c2ccccc12	13	-0.86
CCOC(=O)C1=NNC(C(=O)c2ccccc2)C1c1ccc(Cl)cc1 (stereo not drawn)	3	-2
Cn1c(=O)oc2cc(S(=O)(=O)NCc3cccnc3)ccc21	1	-1.3
CC(=O)C1=C(O)C(=O)OC1c1ccc(Cl)cc1 (stereo not drawn)	-2	1.6
Cc1ccccc1-n1c(O)c(C=NC2CCS(=O)(=O)C2)c2ccccc2c1=O (stereo not drawn)	-5	0.82
COc1cccc(C(=O)Nc2nnc(Cc3ccc(OC)c(OC)c3)s2)c1	-11	0.23
C/C(=N/NC(=O)C(C)n1nc(C)c([N+](=O)[O-])c1C)c1ccc(OCC(N)=O)cc1 (stereo not drawn)	-6	-0.19
COc1ccc(NC2=C(C(C)=O)C(c3ccccc3)C(C(C)=O)C(C)(O)C2)cc1 (stereo not drawn)	-2	0.029
CSC(=NCc1ccco1)NC#N	2	-1.5
O=C1NCCCC1C(=O)N/N=C/c1cc([N+](=O)[O-])ccc1O (stereo not drawn)	-5	0.33
CC1CCc2c(sc3ncn(N)c(=N)c23)C1 (stereo not drawn)	4	-0.018
N#Cc1c(NCCO)ccc([N+](=O)[O-])c1NCCO	-6	-0.0077
Cc1c(N2C(=O)c3ccccc3C2(O)c2ccccc2)c(=O)n(-c2ccccc2)n1C (stereo not drawn)	9	0.35
Cc1nc2c(-c3ccc(F)cc3)c(C)nn2c(C)c1CCC(=O)Nc1ccccc1	9	0.019
Cc1oc(S(=O)(=O)N2CCOCC2)cc1C(=O)Nc1ccc(Cl)cc1	5	1.1
Cc1csc2c(=O)sc(NC(=O)c3ccc(F)cc3)nc12	-6	0.61
Cn1c2ccccc2c2cnn(CC(=O)Nc3ccc(F)cc3F)c(=O)c21	1	0.53
Nc1nnn(CC(=O)N/N=C/c2ccncc2)n1	-1	1.5
COc1cc(/C=N/n2cnc3c(sc4nc(C)cc(C)c43)c2=O)ccc1O	-12	-0.33
Cc1ccc(C2(CCNCc3ccco3)CCOC(C(C)C)C2)cc1 (stereo not drawn)	15	-1.3
Cc1ccc2cc(CN(C(=O)c3cccs3)c3ccccc3)c(=O)[nH]c2c1	15	0.53
COc1cccc(NC(=O)N(CCN(C)C)C(C)c2cccnc2)c1 (stereo not drawn)	3	0.25
Cc1nc(S(=O)(=O)Nc2ccccc2C(=O)NCC2CC2)cn1C	2	0.34
CC(C)(C)NC(=S)N/N=C\c1ccc(-c2ccc([N+](=O)[O-])cc2)o1	70*	-3.5*
COc1ccc(/C=C/C(=O)NC(=S)NNC(=O)c2cc(OC)c(OC)c(OC)c2)cc1	-24	0.13
CC(C)N1C(=O)CCC1C(=O)N1CCN(c2ccc(F)cc2)CC1 (stereo not drawn)	9	1.3
O=c1[nH]c(SCCN2CCOCC2)nc(O)c1-c1ccccc1	3	-0.024
CN(C)CCn1c2ccccc2c2nc3ccc([N+](=O)[O-])cc3cc21	-5	-0.34
O=C(NNS(=O)(=O)c1ccccc1[N+](=O)[O-])c1cccnc1	-6	0.026
CCOC(=O)CN1C(=O)CSc2ccc(S(=O)(=O)N3CCCC3)cc21	-12	-0.0047
O=C(O)CSCC(=O)NCc1csc2ccc(Cl)cc12	-9	0.24
Cn1nc(C(C)(C)C)cc1C(=O)Sc1cccc(Br)c1	0	0.35
Further structures follow:
SMILES	S1P3 antagonist	ROMK primary
CCOC(=O)C1=C(C)N(CC(C)C)C(=O)/C1=C\c1cccs1	13	0.26
CC(C)(C#N)NC(=O)C(=O)c1c(-c2ccccc2)cc2ccccn12	1	-0.37
COc1cccc(-c2ccc3c(N)c(C(=O)NC4CC4)sc3n2)c1	16	1
CC1=CC(c2ccccc2)n2nnnc2N1 (stereo not drawn)	0	-0.31
O=C(Nc1cc(=O)[nH]c2ncnn12)c1ccco1	11	-0.38
Cc1cc(-c2n[nH]c(=S)n2/N=C/c2c[nH]c3ccccc23)n[nH]1	-3	0.13
CCN1CCN(C(c2cccs2)C(C)NC(=S)Nc2cc(C)ccc2C)CC1 (stereo not drawn)	-11	-1.2
Cc1ccc(C)n1-c1nn(S(=O)(=O)c2ccccc2)c2cccc(F)c12	6	1.2
CCN(CC)CCn1c(=O)n(-c2ccc(Cl)cc2)c(=O)c2c3c(sc21)CN(C)CC3	-6	-1.5
Nc1nnc(CC(=O)Nc2ccccc2)s1	-17	-0.46

In the list so far, six contain two or more sulfur atoms:
SMILES	S1P3 antagonist	ROMK primary
C=CCN1C(=S)N[C@@H]2CS(=O)(=O)C[C@@H]21	-5	0.0061
NC(=O)c1sc(-c2ccsc2)cc1NS(=O)(=O)c1ccc(C(F)(F)F)cc1	-21	0.2
Cc1csc2c(=O)sc(NC(=O)c3ccc(F)cc3)nc12	-6	0.61
CCOC(=O)CN1C(=O)CSc2ccc(S(=O)(=O)N3CCCC3)cc21	-12	-0.0047
O=C(O)CSCC(=O)NCc1csc2ccc(Cl)cc12	-9	0.24
CCN1CCN(C(c2cccs2)C(C)NC(=S)Nc2cc(C)ccc2C)CC1 (stereo not drawn)	-11	-1.2

(next part)
SMILES	S1P3 antagonist	ROMK primary
CC(=O)c1sc(-c2ccccc2)cc1NS(=O)(=O)c1ccc(C)cc1	-6	2.7*
C/C(=N\N=C(/N)c1nonc1N)c1ccc2c(c1)OCO2	15	-0.088
NC1=NC(c2ccc(Cl)cc2)C(C(=O)c2ccccc2)N1 (stereo not drawn)	-14	-0.016
N#Cc1c(SCC(=O)O)nc(N2CCOCC2)c2c1CCCC2	-9	0.087
COc1ccccc1N/N=C1\COC(C)(C)CC1=O	2	-0.041
CC(=O)C1=C(Nc2ccccc2)CC(C)(O)C(C(C)=O)C1c1ccccc1 (stereo not drawn)	6	0.58
CCOc1ccc(Nc2nc(N)nc(CSC(=S)N3CCOCC3)n2)cc1	4	0.26
Cc1ccc(F)cc1NC(=O)N1c2ccccc2NC(=O)CC1C (stereo not drawn)	-4	-0.0061
O=C(Nc1ccncc1)C1CCC(CNS(=O)(=O)c2cccc3nsnc23)CC1 (stereo not drawn)	-26	0.82
COC(=O)C1=C(C)NC2=C(C(=O)c3ccccc32)C1c1cccc(OC)c1 (stereo not drawn)	5	-0.66
FC(F)(F)c1ccc(CSc2ccccn2)cc1	6	0.5
Cc1cc(NC(=O)CSc2nccn2C)n(-c2ccccc2)n1	-3	1.2
COc1ccc(CCn2cnc3c([nH]c4ccccc43)c2=O)cc1	12	0.016
Cc1[nH]c(=S)c(C#N)c(C)c1CCC#N	8	0.11

2 entries from above, with bars between the fields.
SMILES | S1P3 antagonist | ROMK primary
Cc1cc(NC(=O)CSc2nccn2C)n(-c2ccccc2)n1 | -3 | 1.2
COc1ccc(CCn2cnc3c([nH]c4ccccc43)c2=O)cc1 | 12 | 0.016

Bioassay records from PubChem.
